FEN1 inhibitor: human FEN1 inhibition; 390,000 tested, 0.35% active; Potency, µM (highest dose often 114 µM), without a hit: top-dose activity change, negative = inhibition, actives largely listed as inhibitors; Recombinant FEN1 flap cleavage, fluorescence, 15 min; AID 588795; also: nearly all actives have a fitted effect of over 65% in size
Target sequence (P39748 whole entry, looked up): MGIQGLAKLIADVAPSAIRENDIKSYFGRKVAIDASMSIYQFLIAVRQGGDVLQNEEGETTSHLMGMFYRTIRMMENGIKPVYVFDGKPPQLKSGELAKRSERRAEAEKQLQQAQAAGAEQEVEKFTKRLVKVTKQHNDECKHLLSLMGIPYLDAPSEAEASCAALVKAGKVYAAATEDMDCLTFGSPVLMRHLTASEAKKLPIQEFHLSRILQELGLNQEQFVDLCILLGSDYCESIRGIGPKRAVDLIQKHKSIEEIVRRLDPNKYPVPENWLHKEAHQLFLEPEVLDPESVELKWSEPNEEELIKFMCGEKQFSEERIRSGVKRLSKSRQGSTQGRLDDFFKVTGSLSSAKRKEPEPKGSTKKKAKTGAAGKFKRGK
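Steps: FEN1 (10 nM) dispensed; compound added by pin tool; 15 min at room temperature; substrate added to 50 nM final; reads at 0 min and 15 min; data normalized and fitted (four-parameter Hill).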
N370S GC: inhibits or activates N370S mutant glucocerebrosidase; Potency, µM (highest dose often 59.4 µM), inactives show top-dose activity change, negative = inhibition, hits mostly inhibitors; P04062; N370S GC spleen homogenate, 4MU-glucoside fluorescence; 330,000 tested, 0.092% active;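 also: 0% = full enzyme activity and -100% = no enzyme basal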
TDP1 block: TDP1 (human) enzyme inhibition; recombinant TDP1, AlphaScreen DNA substrate cleavage; Potency, µM (top dose mostly 130 µM), for inactives: at the top dose activity change, negative = inhibition, most hits filed as inhibitors; 350,000 tested, 0.28% active; AID 485290; also: nearly all actives have a fitted effect of over 40% in size
Target sequence (Q9NUW8 whole entry, looked up): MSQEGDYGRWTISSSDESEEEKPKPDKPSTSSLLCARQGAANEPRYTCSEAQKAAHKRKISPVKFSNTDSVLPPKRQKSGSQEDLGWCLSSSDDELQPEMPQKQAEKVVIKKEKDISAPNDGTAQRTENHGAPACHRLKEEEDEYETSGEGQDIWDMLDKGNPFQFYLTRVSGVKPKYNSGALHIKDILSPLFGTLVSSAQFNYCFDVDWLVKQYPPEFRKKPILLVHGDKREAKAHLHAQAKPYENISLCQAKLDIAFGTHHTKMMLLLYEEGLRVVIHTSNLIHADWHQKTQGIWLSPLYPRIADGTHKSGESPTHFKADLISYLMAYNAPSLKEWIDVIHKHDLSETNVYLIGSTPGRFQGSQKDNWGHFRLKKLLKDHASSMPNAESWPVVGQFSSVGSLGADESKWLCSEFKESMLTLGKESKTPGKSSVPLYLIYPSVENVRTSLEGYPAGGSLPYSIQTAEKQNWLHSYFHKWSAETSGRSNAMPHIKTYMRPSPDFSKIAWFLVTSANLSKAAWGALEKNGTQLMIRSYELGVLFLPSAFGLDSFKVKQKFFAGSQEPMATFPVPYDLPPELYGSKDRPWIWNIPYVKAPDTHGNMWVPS
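Here, a 5' biotin and 3' phosphotyrosine-FITC DNA oligonucleotide reports Tdp1 activity: intact substrate bridges AlphaScreen beads, while cleavage leaves a 3' phosphate and drops signal. All incubations at room temperature.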
Starred values were filed as active, the others as inactive; u = inconclusive; x = no result given; & = joins results of further samples; [ ] = dose if it differs, or a comment. Calls follow the shape of the dose curve; as a rule, active = well fitted curve in the direction sought with a large enough effect; inconclusive = small, poorly fitted or top-dose-only effect, or another doubt; inactive = no such curve, though single readings can be large; an effect the other way counts as inactive or inconclusive. Unless noted, % is scaled to controls: 0 for no effect and ±100 for the full control effect; potency is read from the fitted curve at half-maximal effect. Not all compounds are listed. The share of hits here may be higher or lower than overall.

Screens in order – TDP1 block, N370S GC, FEN1 inhibitor
Cc1cc(C)nc(/N=C(\N)c2c(O)[nH]c(=O)[nH]c2=O)n1
  -3%, 1%, -20%
O=C1CC2OCC=C3CN4CCC56c7cc([N+](=O)[O-])ccc7N1C5C2C3CC46 (stereo unspecified)
  5%, -8%, 2%
CCCCn1c(C)c(C(=O)O)c2cc(OC)ccc21
  -2%, 3%, -3%
CCCCn1c(=O)c(C(=O)Nc2nc3ccccc3[nH]2)c(O)c2ccccc21
  12%, 3%, x
Cc1ccc(N2C(=O)CC(=O)NC2=O)cc1Cl
  3%, -9%, -5%
O=C(Nc1ccc(Br)cc1)c1nn(C23CC4CC(CC(C4)C2)C3)cc1Br
  0%, -3%, 8%
COc1ccc(C2CN(C)CC2C(=O)c2ccc(C)cc2)cc1Cl (stereo unspecified)
  6%, -11%, -6%
COc1ccc(-n2c(O)c(/C=C3\C=Nc4ccc(Br)cc43)c(=O)[nH]c2=O)c(OC)c1
  x, u, u
COP(=O)(OC)C1(O)C(=O)Nc2ccc(Br)cc21 (stereo unspecified)
  -3%, -14%, 5%
CN1CCC2(CC1)N=C(c1ccc(F)cc1)C(=S)N2
  0%, -1%, -4%
Cc1cccc(N2C(=O)/C(=C/c3ccc(N4CCN(C)CC4)o3)C(=O)NC2=S)c1C
  1%, -6%, -15%
Cc1cc(/C=C2\C(=O)NC(=O)N(c3ccc(F)cc3)C2=O)c(C)n1-c1cccc(C(=O)O)c1
  0%, 8%, -6%
O=C(Cn1cc(C(=O)c2ccccc2)c2ccccc21)NCc1ccco1
  10%, -2%, 2%
CC(=NCc1ccco1)c1c(O)n(C)c(=O)n(C)c1=O
  0%, -18%, -6%
CCOC(=O)C1=Nc2ccccc2/C1=C\c1c(O)n(C)c(=O)n(C)c1=O
  -1%, 0%, -16%
O=C(Cc1cccs1)N1CCC2(CC1)OCCO2
  3%, 1%, -1%
CCN(CC)C(=O)c1ccc(NC(=O)c2ccc(-n3cncn3)c([N+](=O)[O-])c2)cc1
  x, -9%, 0%
O=C1NC(=S)NC(=O)C1=Cc1ccc2c(c1)CCN2CCCCl
  x, -7%, u
O=P(c1ccccc1)(c1nc2ccccc2s1)N1CCOCC1 (stereo unspecified)
  3%, 9%, 0%
CCN1C[C@]2(C)CC[C@H](O)[C@]34C1[C@H](C[C@H]23)[C@@]1(O)C[C@H](OC)[C@H]2C[C@@H]4[C@@H]1C2O (stereo partly specified)
  x, -1%, -3%
CN1CCN(c2cn[nH]c(=O)c2Cl)CC1
  5%, -16%, 6%
COc1ccc(NC(c2ccccc2)P(=O)(Oc2ccccc2)Oc2ccccc2)cc1 (stereo unspecified)
  8%, 25%, 6%
CCCCN1C(=O)/C(=C/c2ccc(N(C)C)cc2)C(=O)N(Cc2ccco2)C1=O
  6%, 0%[12.8 µM], u
Cc1cc(NC(=O)c2cccn(Cc3ccccc3)c2=O)no1
  0%, x, 5%
COC(=O)C1=C(c2ccc(OC(F)(F)F)cc2)C[C@@H]2CC[C@H]1N2C(=O)NCCOc1ccccc1
  0%, x, -15%
Cc1cc(C)cc(-n2c(C)cc(/C=C3\C(=O)NC(=O)N(C)C3=O)c2C)c1
  0%, 9%, -3%
c1ccc(NNc2ccccc2)cc1
  17%, 18%, x
COc1ccc(CNCCc2ccc3c(c2)OCO3)cc1Br
  x, -6%, 17%
C[C@]12CCC3C(C(=O)C[C@H]4C[C@@H](O)CC[C@]34C)C1CCC2=O (stereo partly specified)
  0%, x, -13%
N#CCCn1cc(C(=O)Nc2ccccc2Br)c(-c2ccc([N+](=O)[O-])cc2)n1
  -5%, 8%, 4%

Compound profiles (already shown). Values in the order: TDP1 block, N370S GC, FEN1 inhibitor
Shown for CCCCn1c(C)c(C(=O)O)c2cc(OC)ccc21 = -2%, 3%, -3%
Shown for COP(=O)(OC)C1(O)C(=O)Nc2ccc(Br)cc21 (stereo unspecified) = -3%, -14%, 5%
Shown for O=C1NC(=S)NC(=O)C1=Cc1ccc2c(c1)CCN2CCCCl = x, -7%, u
Shown for O=C(Nc1ccc(Br)cc1)c1nn(C23CC4CC(CC(C4)C2)C3)cc1Br = 0%, -3%, 8%

(list continues)
Screens in order – TDP1 block, N370S GC, FEN1 inhibitor
Cc1c(Cl)cccc1N1C(=O)NC(=O)/C(=C\c2cc(C)n(-c3cccc(C(=O)O)c3C)c2C)C1=O
  x, -2%, 0%
COC(=O)N(c1ccccc1)P1(=S)OCCO1
  -6%, 4%, -6%
CCOC(=O)C1(CCc2ccccc2)CCN(Cc2ccc(NC(C)=O)cc2)CC1
  x, 14%, 8%
Oc1ccc2c3c1O[C@H]1c4[nH]c5ccccc5c4C[C@]4(O)[C@H](C2)N(CC2CC2)CC[C@@]314
  13%[56.1 µM], -3%, x
COC(=O)c1cc(Oc2ccc(Cl)cc2Cl)ccc1[N+](=O)[O-]
  19%, 0%, x
O=C1NC(=O)N(c2ccccc2)C(=O)/C1=C/c1ccc([N+](=O)[O-])s1
  -1%, -2%, u
CCCCn1c(O)c(C=NCCN2CCCCC2)c(=O)[nH]c1=O
  -2%, 2%, -7%
CN1CCN(C(=O)COc2ccc3ccccc3c2)CC1
  x, -13%, 9%
Cc1cc(C)n(-c2ccc(NN=C(C#N)C#N)cc2)n1
  13%, -12%, -18%
CN(c1ccc(OCC(=O)N2CCN(C/C=C/c3ccccc3)CC2)cc1)S(=O)(=O)c1cccs1
  0%, 10%, u
C[C@@H]1Cc2c(Cl)cc(C(=O)N[C@@H](Cc3ccccc3)C(=O)O)c(O)c2C(=O)O1
  5%, u, x
CCOC(C(=O)OCCCN(CC)CC)(c1ccccc1)c1ccccc1
  -4%, -2%, 3%
COC(=O)C1=C(c2ccc(F)cc2F)C[C@@H]2CC[C@H]1N2C(=O)N1CCC(O)CC1
  1%, x, 15%
CN1CCN(c2ccccc2N)CC1
  8%, -7%, -4%
CC(=O)N1CC(=O)Nc2ccc(Br)cc2C1c1ccc(F)cc1 (stereo unspecified)
  x, -2%, 17%
COC(=O)C1=C(c2cccc(C#N)c2)C[C@@H]2CC[C@H]1N2C(=O)NCc1cccc2ccccc12
  0%, x, -8%
Nc1ccccc1Cl
  1%&9%, -2%, -1%
CC(C)C1(C)N=C(c2ncccc2C(=O)O)NC1=O (stereo unspecified)
  0%, 11%, -8%
COC(=O)CC(=O)c1ccc2c(c1)OCO2
  1%, 0%, 4%&-5%
Nc1ccc(Br)cc1C(=O)c1ccccc1
  6%, 13%, 4%
COc1ccc(N2C(=O)CS(=O)C(c3ccccc3)C2=O)cc1 (stereo unspecified)
  3%, 4%, u
CCOC(=O)CC1=C(C(=O)OCC)C2(C(=O)Nc3ccccc32)C(C#N)=C(N)O1 (stereo unspecified)
  7%, -4%, -2%
COC(=O)C1=C(c2cccc(OCc3ccccc3)c2)C[C@@H]2CC[C@H]1N2C(=O)NCCOc1ccccc1
  0%, x, -23%
Cc1c(Br)c(=O)oc2cc(OCC(=O)N3C[C@H]4C[C@@H](C3)c3cccc(=O)n3C4)ccc12
  x, -2%, -1%
COc1ccc(NP(=O)(Nc2ccc(OC)cc2)Oc2ccccc2)cc1
  3%, -10%, -6%
CC(=O)O[C@H]1C(=O)[C@@]2(C)C([C@H](OC(=O)c3ccccc3)[C@]3(O)C[C@H](OC(=O)[C@H](O)[C@@H](NC(=O)Cc4ccccc4)c4ccccc4)C(C)=C1C3(C)C)[C@]1(OC(C)=O)CO[C@@H]1C[C@@H]2O (stereo partly specified)
  x, -17%, 5%
CCOP(=O)(OCC)c1cc(C)c(O)c(C(C)(C)C)c1
  x, 0%, -2%
Cc1ccc2c(c1)c(=O)c1c3n2CCN(CC2CO2)C3CC1 (stereo unspecified)
  -6%, -2%, 27%
COc1cc(OC)c2c(c1)OC(c1ccc(OC)c(OC)c1)C(O)C2 (stereo unspecified)
  8%, 1%, x
CCn1c(O)c(/C=N/NC(=O)c2ccncc2)c(=O)[nH]c1=S
  3%, 6%, 10%

Continued; the last 3 above are carried over.
Screens in order – TDP1 block, N370S GC, FEN1 inhibitor
Cc1ccc2c(c1)c(=O)c1c3n2CCN(CC2CO2)C3CC1 (stereo unspecified)
  -6%, -2%, 27%
COc1cc(OC)c2c(c1)OC(c1ccc(OC)c(OC)c1)C(O)C2 (stereo unspecified)
  8%, 1%, x
CCn1c(O)c(/C=N/NC(=O)c2ccncc2)c(=O)[nH]c1=S
  3%, 6%, 10%
O=C1N(c2cccc(Cl)c2)C(c2cccnc2)N2CCCN12 (stereo unspecified)
  2%, 3%, -1%
N#CC1=C(N)Oc2c(c(=O)oc3ccccc23)C1c1ccccc1OC(=O)c1cccs1 (stereo unspecified)
  2%, 9%, -1%
COCCCN=Cc1c(O)[nH]c(=S)[nH]c1=O
  x, -20%, 3%
CSc1ncc(CN2CCCC(C(=O)c3sccc3C)C2)cn1 (stereo unspecified)
  -1%, -3%, -6%
OC(CNC1CCCCC1)c1ccccc1 (stereo unspecified)
  2%, 3%, 2%
CC1CCCN(C(=O)c2ccc(N3CC4CC(C3)c3cccc(=O)n3C4)c([N+](=O)[O-])c2)C1 (stereo unspecified)
  -1%, 5%, 0%
O=C(COc1ccccc1F)N1CCN(Cc2cc(=O)n3nc(-c4ccccc4Cl)sc3n2)CC1
  3%, x, 14%
c1ccc2c(c1)Nc1ccccc1S2
  13%&26%&11%, -2%&13%, 11%
COc1ccc(C(=O)C2CCCN(Cc3ccon3)C2)cc1OC (stereo unspecified)
  3%, -2%, 16%
CN1CCN(c2ccc([N+](=O)[O-])c3no[n+]([O-])c23)CC1
  x, -4%, u
Cc1cc(C=O)c(C)n1C1CCCCC1
  -2%, 5%, 4%
O=c1[nH]c(CN2CC=C(c3ccccc3)CC2)nc2scc(-c3ccccc3)c12
  0%, 10%, -1%
CCCCCCN=C(CC)c1c(O)n(CCCC)c(=O)[nH]c1=O
  9%, u, -22%
O=c1c2ccccc2nc(Cc2ccccc2)n1-c1ccccc1
  x, 3%, -9%
Cc1nnc(NC(=O)c2cccn(Cc3cccc(F)c3)c2=O)s1
  0%, x, 0%
C/C1=C\[C@@H](C)C/C=C/[C@H]2[C@@H]3O[C@]3(C)[C@@H](C)[C@H]3[C@H](Cc4c[nH]c5ccccc45)NC(=O)[C@]32C(=O)/C=C/C(=O)[C@@H]1O
  -6%, -10%, -2%
O=C1Nc2ccccc2C(c2ccccc2)=NC1O (stereo unspecified)
  x, -10%, 2%
O=[N+]([O-])c1cnc2ccc3ccccc3c2c1
  -4%[0.0935 µM], -9%, -16%
CC(C)[C@H](NC(=O)[C@H](CC(=O)O)NC(=O)[C@H](Cc1ccccc1)NC(=O)[C@@H](C)NC(=O)[C@@H](N)Cc1ccc(O)cc1)C(=O)N[C@H](C(=O)NCC(N)=O)C(C)C
  6%, -2%, x
CCc1cc2c(s1)N(CC(=O)OC)C(=O)CN=C2c1ccccc1OC
  3%, 3%, -5%
N#Cc1c(Cl)c(Cl)c(Cl)c(C#N)c1Cl
  4%, -13%, -2%
CC(C)Oc1ccc(Cc2c(O)[nH]c(=O)[nH]c2=O)cc1
  1%, 11%, 6%
O=C(c1ccc(-c2ccccc2)c(F)c1)C1CCCN(CCO)C1 (stereo unspecified)
  7%, -16%, -5%
CC(=O)c1ccc(NC(=O)c2sc3nc4c(cc3c2N)N2CCC4CC2)cc1
  -6%, x, -14%
CCOC(=O)c1ccc(NC(=O)c2c(O)[nH]c(=O)[nH]c2=O)cc1
  u, -8%, -7%
COc1ccc2[nH]c(C)c(CCNCc3cc(OC)c4c(c3)OCO4)c2c1
  8%, x, u
O=C(O)C(Cl)Br (stereo unspecified)
  6%, -6%, x
Cc1ccc(N=CN(C)C=Nc2ccc(C)cc2C)c(C)c1
  -14%[56.1 µM], 2%, x
CC(Cc1ccccc1)NC(=O)CCCCC(=O)NC(C)Cc1ccccc1 (stereo unspecified)
  x, 4%, 16%
Cc1sc2ncnc(N3CCC(C(=O)Nc4ccc(C#N)c(Cl)c4)CC3)c2c1C
  2%, -19%, -6%

Screens in order – TDP1 block, N370S GC, FEN1 inhibitor
CC(C)c1ccc(N2C(=O)NC(=O)/C(=C\c3cnc(-c4ccccc4)nc3)C2=O)cc1
  -8%, -14%, -11%
C=C(C)[C@H]1[C@H]2OC(=O)[C@@H]1[C@]1(O)C[C@H]3O[C@]34C(=O)O[C@H]2[C@@]14C
  -5%[21 µM], 3%[21.6 µM], x
Cc1ccc2nc(NC(=O)c3cccn(Cc4ccc(Cl)cc4)c3=O)sc2c1
  9%, x, -6%
O=C1NC(=S)NC(=O)C1=Cc1cccn1-c1ccc(O)cc1
  -8%, -6%, 35µM*
Cc1ccccc1Cn1cccc(C(=O)Nc2cc(Cl)ccc2C#N)c1=O
  2%, x, -4%
NC12CN3CN(CN(C3)C1)C2 (tested in a mixture with another compound)
  8%, 1%, 0%
CN(C)C(=O)Oc1ccc2c(c1)O/C(=C\c1ccc(Cl)cc1)C2=O
  x, -7%, u
